Screens: PubChem BioAssay, National Center for Advancing Translational Sciences (NCATS)
DRD3 antagonist: blocks the human D3 dopamine receptor; D3R cells, DiscoveRx beta-arrestin luminescence, antagonist mode; hits give low values; max response, negative = inhibition, %; hit rate 2.5% among 360,000; in the data active means max response below about -50%; inconclusive means no clear call, values can overlap the other calls; further: on the % scale 0 is the no-effect control and ±100 the full control effect; mostly tested at two doses, the higher about 12 µM
Target sequence (P35462 whole entry, looked up): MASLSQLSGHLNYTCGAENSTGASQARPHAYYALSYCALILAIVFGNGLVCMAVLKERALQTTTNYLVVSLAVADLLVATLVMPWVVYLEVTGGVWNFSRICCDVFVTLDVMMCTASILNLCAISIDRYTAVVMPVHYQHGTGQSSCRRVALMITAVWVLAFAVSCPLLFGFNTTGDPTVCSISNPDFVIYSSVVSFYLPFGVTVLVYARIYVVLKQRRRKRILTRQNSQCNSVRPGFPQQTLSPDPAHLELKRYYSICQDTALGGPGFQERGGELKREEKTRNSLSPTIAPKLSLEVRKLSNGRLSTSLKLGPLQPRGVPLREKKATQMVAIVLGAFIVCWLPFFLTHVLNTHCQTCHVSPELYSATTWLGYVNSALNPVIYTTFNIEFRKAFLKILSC
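Cells plated overnight at 1500 cells/well, then exposed to library compounds with dopamine controls for 90 minutes at 37 degrees C. DiscoveRx reagent added for 30–60 minutes at room temperature; luminescence read, quantitative HTS format.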
WRN helicase inh: blocks human WRN helicase; Q14191; WRN helicase unwinding, fluorescent forked duplex, kinetic; Potency, µM (top dose mostly 114 µM), for the others: top-dose activity change, negative = inhibition, usual class: inhibitors; hit rate 0.46% among 360,000; further: potency means the concentration at half of the fitted maximal effect; on the % scale 0 is the no-effect control and ±100 the full control effect; nearly all actives have a fitted effect of over 55% in size
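Fluorescence dequenching readout, ex 525 nm/em 598 nm, kinetic mode: forked duplex DNA (100 nM final) with adjacent fluorophore and quencher unwound by WRN (20 nM final) with 2 mM ATP. Compound preincubation 15 min, room temperature.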
GLP-1R inv ag: GLP-1 receptor (human) inverse agonism; P43220; HEK293 GLP-1R CRE-luciferase, luminescence, 24 h; GLP-1R form is constitutively active; Potency, µM (highest dose often 38.3 µM), for inactives: at the highest dose activity change, negative = inhibition, hits mostly inhibitors; hit rate 1.6% among 410,000; further: potency means the concentration at half of the fitted maximal effect; on the % scale 0 is the no-effect control and ±100 the full control effect; nearly all actives have a fitted effect of over 55% in size
Target sequence (P43220 whole entry, looked up): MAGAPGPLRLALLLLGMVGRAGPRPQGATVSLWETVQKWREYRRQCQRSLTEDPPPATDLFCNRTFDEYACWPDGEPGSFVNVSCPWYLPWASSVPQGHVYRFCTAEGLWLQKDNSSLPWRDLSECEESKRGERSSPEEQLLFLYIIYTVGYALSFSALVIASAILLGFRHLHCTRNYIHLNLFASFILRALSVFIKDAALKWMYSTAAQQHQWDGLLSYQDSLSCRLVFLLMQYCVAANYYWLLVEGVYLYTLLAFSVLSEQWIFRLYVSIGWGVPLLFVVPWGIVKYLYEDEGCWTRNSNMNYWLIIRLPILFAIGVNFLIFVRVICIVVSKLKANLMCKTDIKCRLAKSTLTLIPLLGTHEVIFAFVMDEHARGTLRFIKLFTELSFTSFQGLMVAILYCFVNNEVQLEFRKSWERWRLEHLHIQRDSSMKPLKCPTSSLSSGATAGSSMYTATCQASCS
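Constitutively active GLP-1R drives a cAMP-responsive luciferase in stably transfected HEK293 cells; test compounds are added after overnight (12 h) attachment and left 24 hr, and signal loss in luminescence marks inhibition.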
DRD3 agonist: D3 dopamine receptor (human) agonism. hit rate 0.58% among 410,000. P35462. D3R DiscoveRx beta-arrestin cells, luminescence, 90 min. AID 652048. max activation, %; in the data active means max activation above about 30%; further: 0% is about no effect; mostly tested at two doses, the higher about 12 µM
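Cells at 1500/well, incubated overnight, then treated with pinned compounds (dopamine as control) for 90 min at 37 degrees C. DiscoveRx reagent added for 30 - 60 minutes at room temperature; luminescence read.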
PLK1 PBD inh: blocks phosphopeptide binding to human PLK1 polo-box domain; P53350; Plk1 PBD binding of FITC phosphopeptide, fluorescence polarization; Potency, µM, for inactives: max response, negative = inhibition, most hits filed as inhibitors; hit rate 2.8% among 360,000; AID 720504; further: potency means the concentration at half of the fitted maximal effect; series mostly up to about 57 µM; on the % scale 0 is the no-effect control and ±100 the full control effect; nearly all actives have a fitted effect of over 65% in size
IL2 activator: activates IL-2 in a cell-based reporter assay; activation, % (series mostly up to about 46 µM); hit rate 0.065% among 360,000; IL-2 activation reporter assay, cell-based qHTS; stimulated with anti-CD3/CD4/CD28 beads; in transgenic mouse T cells; in the data active means activation above about 50%; inconclusive means mostly about 30% to 49%; further: 0% is about no effect
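Unstimulated transgenic mouse T cells; 60-min compound exposure; bead-based TCR/CD4/CD28 stimulation; 18 h culture, 37 degrees C; dual fluorescence (EGFP, DsRed) plate cytometry.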
PI5P4Ka inh: inhibitors of human PI5P4K alpha; PI5P4Kalpha enzyme, ADP-Glo luminescence, 60 min; hits give low values; hit rate 1.2% among 330,000; P48426; max response, %; active means max response of -50% or lower; inconclusive means between -30% and -50%; inactive means -30% or higher; further: value at the top dose of about 77 µM; on the % scale 0 is the no-effect control and ±100 the full control effect
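qHTS, 1536-well: enzyme/substrate mix, compound by pin tool, 5 microM ATP final; RT 60 min; ADP-Glo reagents 1 (45 min) then 2 (30 min); luminescence.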
GLP-1R agonist: GLP-1 receptor (human) agonism | Potency, µM (titrated, usually from 45.6 µM), without a hit: at the highest dose activation, usual class: activators | HEK293 GLP-1R CRE-luciferase, luminescence, 4-6 h; cells express a hypersensitive GLP-1R form | P43220 | AID 624172 | hit rate 0.007% among 380,000; further: potency means the concentration at half of the fitted maximal effect; % of control where 0% means no effect
HEK293 tox: cytotoxicity in counter-screen for GLP-1R inverse agonists. HEK293 cAMP-luciferase reporter cells, luminescence, 24 h. Potency, µM (top dose mostly 38.3 µM), inactives show at the top dose activity change, negative = inhibition, usual class: inhibitors. hit rate 0.13% among 410,000. AID 624418;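 further: loss of luciferase light is scored as toxicity; potency means the concentration at half of the fitted maximal effect; on the % scale 0 is the no-effect control and ±100 the full control effect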
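Seeding density was 200 cells/uL; after overnight-length (12 h) culture, 23 nL compounds went on for 24 h at 37 °C. Readout used a luciferase detection reagent, luminescence taken after 12 min at room temperature.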
An asterisk follows results filed as active; ? = inconclusive; . = no result given; & = joins results of further samples; [ ] = another dose, or the depositor's remark. Unless noted, the call rests on the fitted dose curve; in most records, active means well fitted curve in the direction sought with a large enough effect; inconclusive means small, poorly fitted or top-dose-only effect, or another doubt; inactive means no such curve, though single readings can be large; an effect the other way counts as inactive or inconclusive.

smiles	IL2 activator	GLP-1R agonist	PI5P4Ka inh	DRD3 agonist	WRN helicase inh	HEK293 tox	PLK1 PBD inh	DRD3 antagonist	GLP-1R inv ag
O=C(N/N=C/c1ccc(O)c(Br)c1)c1cc2c(ccc3ccccc32)o1	-2.7	-1%	?	-10	-4%	-8%	-6%	3	-3%
CC(=O)Oc1[nH]c(=O)c2cccc3c2c1CCC3	-0.3	11%	-23	-3	-21%	-2%	-27%	2	5%
CC1CCN(C(=O)COC(=O)c2ccc([N+](=O)[O-])o2)CC1	1.4	10%	2	0	-10%[11.6 µM]	6%	-12%	0	9%
CCOc1cccc2cc(-c3csc(NC(=O)CCC(=O)N4CCC(C)CC4)n3)c(=O)oc12	0.4	3%	2	-1	-3%	11%	-2%	14	-4%
COc1ccc2cc(S(=O)(=O)n3cnc(C)c3)ccc2c1	-0.3	0%	-1	19	5%	6%	-12%	10	2%
CCN(C(=O)CN1C(=O)COc2ccc(S(=O)(=O)N3CCOCC3)cc21)c1ccc(OC)cc1	-0.3	-2%	-2	2&-1	-15%	-5%&6%	-13%	0	9%&3%
O=C(/C=C/c1ccccc1)N1CCC[C@H]1CO	3.2	15%	-3	3	-1%	-8%	0%	8	3%
O=C(NCCc1c[nH]c2ccccc12)C(F)(F)C(F)F	-0.7	1%	10	-6	9%	-1%	-9%	2	-17%
Cc1ccc(CNC(=O)c2cc3c(C)nc4ccccc4c3o2)cc1	-2.7	-6%	3	2	-7%	1%	-4%	23	?
NC(=O)C1CCN(C(=O)c2ccc(C(F)(F)F)cc2)CC1	0.6	-19%	-2	3	4%	-11%	2%	18	-19%

Next part
smiles	IL2 activator	GLP-1R agonist	PI5P4Ka inh	DRD3 agonist	WRN helicase inh	HEK293 tox	PLK1 PBD inh	DRD3 antagonist	GLP-1R inv ag
O=c1[nH]c2ccc(Cl)cc2c(-c2ccccc2)c1[N+](=O)[O-]	0.5	11%	-5	-2	-2%	0%	0%	0	4%
COc1cc(/C=N/NC(=O)c2cccnc2)ccc1OS(=O)(=O)c1ccc(C)cc1	-1.2	10%	0	-7	4%	-1%	-2%	1	?
CCCOc1ccc(-c2nc[nH]c2[N+](=O)[O-])cc1	-1.3	12%	-5	9	-1%	-4%	-5%	-3	22%
CCOc1ccc(NC(=O)N(C2CCCCCC2)C2CCN(C(C)=O)CC2)cc1	0.1	-14%	-7	-8	-2%	0%	-8%	-8	-13%
Cc1cc(C)n(-c2ccc(S(=O)(=O)N3CCCC3)cc2[N+](=O)[O-])n1	1.0	2%	0	6	-6%	8%	6%	11	11%
O=C(Nc1ccc2c(c1)OCCO2)C(c1ccc(C(F)(F)F)cc1)n1c(=O)c(-c2cc3ccccc3[nH]2)nc2ccccc21 (centres undefined)	0.2	.	-6	6	-4%	395%[activator]	5%	11	?
CN1CCN(C2=Cc3ccccc3Sc3cc(F)c(Cl)cc32)CC1	-3.0	-12%	14	1	-5%	?	-11%	?	?
CN(Cc1ccccc1)C(=O)CCS(=O)(=O)c1ccc2c(c1)NC(=O)CS2	-1.1	-3%	-1	2	2%	-7%	-10%	-2	-7%
CCn1cc(C(=O)NCCCN(CC(C)C)CC(C)C)c(=O)c2cc(S(=O)(=O)N(C)C3CCCCC3)ccc21	0.0	-5%&1%	-12	-3&8	-1%	6%&0%	-2%	-10	6%&7%
Cc1csc(-c2cc(C(=O)NCc3ccc(F)cc3)n[nH]2)c1	5.1	25%	0	-2	-15%	-16%	-5%	-14	-26%

(list continues)
smiles	IL2 activator	GLP-1R agonist	PI5P4Ka inh	DRD3 agonist	WRN helicase inh	HEK293 tox	PLK1 PBD inh	DRD3 antagonist	GLP-1R inv ag
O=C(NNC(=O)c1ccccc1O)c1ccc(S(=O)(=O)Nc2ccccc2F)cc1	3.8	1%	8	-4	0%	-5%	2%	26	?
CCn1cc(C(=O)OCC(=O)Nc2cc(S(=O)(=O)N(C)C)ccc2C)c(=O)c2ccc(C)nc21	-1.5	5%	-2	-2	1%	-9%	1%	42	?
COc1cccc(CC(=O)Nc2cc(S(=O)(=O)N3CCOCC3)ccc2N2CCOCC2)c1	0.2	0%	-1	-2	-5%	0%[7.66 µM]	2%	17	-3%[7.66 µM]
CC(=O)N1CCc2c(sc3c2c(=O)n(CCc2ccccc2)c(=O)n3CC(=O)Nc2ccccc2F)C1	.	2%	.	-10	.	-16%	.	.	6%
C=CCn1c(-c2cc(-c3ccc(C)cc3)nc3ccccc23)n[nH]c1=S	-2.4	35%	?	-7	-12%	2%	-18%	-29	8%
CC(=O)NS(=O)(=O)c1ccc(NC(=O)C(Sc2ccccc2)c2ccccc2)cc1 (centres undefined)	-4.3	2%	8	-1	-29%	2%	-12%	23	-23%
CCC(=O)N1CCN(c2ccc(NC(=O)c3ccccc3)cc2)CC1	4.7	-1%	-3	-19	-1%	-2%	-2%	2	18%
O=C(Nc1ccc(F)cc1F)c1cnn(-c2ccc(F)cc2)c1-n1cccc1	.	-1%	.	1	.	3%	.	.	-5%
COc1ccc(NS(=O)(=O)c2cccc(NC(=O)c3ccc(S(=O)(=O)N4CCCCCC4)cc3)c2)cc1	-0.5	1%	3	-2	1%	-5%	-11%	-17	7.9µM*
C[C@H]1CN=C(Nc2ccccc2)N1CCc1ccc(F)cc1	0.5	0%	1	-48	-3%	2%	-5%	-21	-12%

(list continues)
smiles	IL2 activator	GLP-1R agonist	PI5P4Ka inh	DRD3 agonist	WRN helicase inh	HEK293 tox	PLK1 PBD inh	DRD3 antagonist	GLP-1R inv ag
Cc1ccc(OC(=O)c2ccc(C)c([N+](=O)[O-])c2)cn1	-0.1	-3%	2	3	-2%	2%	-13%	-2	0%
COc1ccc(-c2oc(=O)c3cc(OC)c(OC)cc3c2-c2ccc3c(c2)OCO3)cc1	-0.3	11%	9	11	-8%	6%	-7%	13	10%
O=C(CCC(=O)Nc1ccccc1)NNC(=O)COc1ccccc1	4.8	-1%	2	1	-20%	-3%	-16%	-7	7%
COc1ccc(-c2cc(C(F)(F)F)nc(SCC(=O)N(C)Cc3cn(C)nc3C)n2)cc1OC	-4.8	?	-1	6	-23%	-3%	-27%	-1	0%
CCOc1ccccc1-c1noc(CCCC(=O)NC2CCCCC2)n1	1.3	0%	4	5	-3%	13%	-9%	0	-24%
Cc1ccccc1NC(=O)CCSc1nnnn1-c1ccccc1	0.1	21%	.	31*	-9%	5%	1%	-23	?
COCCSc1nnc(NC(=O)C2CC(=O)N(C3CCCC3)C2)s1 (centres undefined)	-1.0	6%	3	2	4%	-3%	-2%	4	13%
O=C(O)c1cc(Cl)c2ccccc2c1O	-0.7	-6%	-8	-3	5%	-12%	-30%	?	?
Cc1cc(=O)oc2cc(OCC(=O)NC3(C#N)CCCCC3)ccc12	-0.7	-7%	-8	3	2%	-18%	-4%	-15	13%
Cc1c(C(=O)NCC2CCCO2)oc2ccc(S(=O)(=O)N3CC(C)CC(C)C3)cc12 (centres undefined)	-2.7	16%	5	9	-4%	-5%	-13%	0	?

(list continues)
smiles	IL2 activator	GLP-1R agonist	PI5P4Ka inh	DRD3 agonist	WRN helicase inh	HEK293 tox	PLK1 PBD inh	DRD3 antagonist	GLP-1R inv ag
CCC(=O)c1ccc(/C=C/c2nc3ccccc3n2C)o1	1.5	5%	-8	-7	1%[57.1 µM]	.	-17%	2	?
O=C(Nc1ccc(CN2CCOCC2)cc1)c1ccc(-c2cccc(Cl)c2)o1	-1.6	-12%	-1	1	-6%	-30%	-6%	7	-26%
CCOc1ccc(CCN2C(=S)N([C@@H](CC(C)C)CN3CCC[C@@H]3CN3C(=S)NC[C@@H]3Cc3ccc(O)cc3)C[C@@H]2Cc2ccc(O)cc2)cc1	-1.1	-2%	-2	1	-6%	5%	5%	2	?
CCCNC(=S)NNC(=O)c1cccs1	-1.0	-4%	0	8	3%[57.1 µM]	-19%	1%	16	3%
CCc1c(C)nc2nc(SCc3ccccc3Cl)[nH]n2c1=O	1.3	10%	-2	11	-15%	-8%	-29%	-2	41%[activator]
Cc1ccc(C)c(S(=O)(=O)Nc2ccc3oc(C)c(C(=O)O)c3c2)c1	1.6	2%	-95*	2	56µM*	1%	?	4	0%
CCOC(=O)C(NC(=O)NCc1ccccc1OC)(OCC)C(F)(F)F (centres undefined)	-0.4	-2%	0	-1	6%	-10%	-1%	0	-4%
CCn1c(CNC(=O)Cc2ccc(OC)cc2)nnc1SCCOc1ccccc1	-1.1	-4%	2	11	-2%	-14%	3%	52	0%
O=C(CSc1nnc2ccc(-c3ccccn3)nn12)Nc1ccccc1F	-1.8	1%	-1	7	-3%	9%	-3%	9	7%
CCN1CC(CN(C)Cc2nc(-c3ccc(Cl)cc3)no2)CC1=O (centres undefined)	3.6	6%	3	-7	4%	-4%	1%	8	-4%

Later entries:
smiles	IL2 activator	GLP-1R agonist	PI5P4Ka inh	DRD3 agonist	WRN helicase inh	HEK293 tox	PLK1 PBD inh	DRD3 antagonist	GLP-1R inv ag
Cc1cc(=O)oc2c(C)c(OC(=O)c3ccco3)ccc12	-3.0	-14%	-2	-7	?	2%	-16%	-17	-2%
COc1ccccc1N1CCN(C(=O)C2CCN(S(=O)(=O)c3ccccc3F)CC2)CC1	-0.3	-6%	-1	1	-3%	-4%	-3%	13	?
CC(C)(C)NC(=O)C(c1ccc(-c2ccccc2)cc1)N(C[C@H]1CC[C@@H]([C@@H]2CC[C@H](CO)O2)O1)C(=O)c1ccc(-c2ccccc2)cc1 (some centres undefined)	-0.7	-4%	2	-7	-7%	-9%	1%	0	?
Cc1ccc(C)c(NC(=O)CS(=O)(=O)c2cccc3nsnc23)c1	2.9	-3%	1	-10	-9%	8%	?	-11	-11%
Cc1cccn2c(=O)c3cc(C(=O)NCCC4=CCCCC4)n(C)c3nc12	-2.3	1%	3	-1	-3%	12%	-7%	2	21%
COc1ccc(C(C(=O)NC2CCCC2)N(C(=O)c2ccoc2C)c2ccccc2)cc1 (centres undefined)	1.6	8%	2	-4	-5%	-11%	-1%	6	?
CCCCN1C(=O)c2ccc(C(=O)NC3(C)CCS(=O)(=O)C3)cc2C1=O (centres undefined)	3.8	-3%	0	2	5%	12%	-3%	-2	38%[activator]
CN1C2CCC1CC(NC(=O)c1cc(Cl)cc3[nH]cnc13)C2 (centres undefined)	0.0	2%	-5	-4	12%	-5%	-3%	9	3%
